# High-throughput results as filed in PubChem BioAssay.
# CCR6 antagonist = antagonists of human CCR6 receptor. P51684. CHO-K1 CCR6 PathHunter beta-arrestin, luminescence, CCL20-stimulated. inhibition, % at 20 µM. 0.49% of 340,000 active;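 active = compounds whose inhibition of the agonist-driven luminescence signal at 20 µM reaches about 50%, limit read from the data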;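 also: cells stimulated with CCL20 at 14 nM final; plate controls were DMSO with CCL20 for no effect and DMSO without agonist for full effect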
# Target sequence (P51684 whole entry, looked up): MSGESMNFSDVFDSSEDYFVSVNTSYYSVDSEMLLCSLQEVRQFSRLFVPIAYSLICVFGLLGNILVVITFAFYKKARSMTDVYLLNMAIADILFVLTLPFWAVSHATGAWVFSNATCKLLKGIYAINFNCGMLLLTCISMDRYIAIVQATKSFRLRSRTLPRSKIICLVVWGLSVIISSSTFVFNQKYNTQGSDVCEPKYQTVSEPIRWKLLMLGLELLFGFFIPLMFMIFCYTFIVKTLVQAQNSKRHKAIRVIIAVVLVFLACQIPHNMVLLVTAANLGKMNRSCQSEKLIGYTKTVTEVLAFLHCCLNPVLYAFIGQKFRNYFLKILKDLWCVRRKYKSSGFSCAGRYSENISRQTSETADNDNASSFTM
# EBI2 block = EBI2 (human) antagonism; P32249; EBI2 beta-arrestin recruitment, luminescence, 7a,25-OHC stimulated; inhibition, % at 5 µM; 0.81% of 360,000 active; AID 651636; in the data active = inhibition above about 38%;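 also: enzyme fragment complementation signal reports receptor beta-arrestin coupling in cells; 0% = agonist plus DMSO wells and 100% = wells without agonist; some results beyond the cut were filed as inactive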
# Target sequence (P32249 whole entry, looked up, the tested form may be a part): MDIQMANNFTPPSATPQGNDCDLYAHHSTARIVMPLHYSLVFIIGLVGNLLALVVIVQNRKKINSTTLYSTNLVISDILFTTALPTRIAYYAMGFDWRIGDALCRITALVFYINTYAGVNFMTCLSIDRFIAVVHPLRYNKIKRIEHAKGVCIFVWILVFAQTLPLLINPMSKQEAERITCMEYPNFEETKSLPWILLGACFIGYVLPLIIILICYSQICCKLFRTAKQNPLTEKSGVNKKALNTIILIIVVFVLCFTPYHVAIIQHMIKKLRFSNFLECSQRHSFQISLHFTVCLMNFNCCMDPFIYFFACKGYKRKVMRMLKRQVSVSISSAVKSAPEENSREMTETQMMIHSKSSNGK
# tim23-1 inh = tim23-1 yeast growth inhibition. S. cerevisiae tim23-1 growth, BacTiter-Glo luminescence, 24 h. inhibition, % at 20 µM. 1.3% of 330,000 active;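 active = growth inhibition of the mutant yeast at or above 50%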;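 also: temperature-sensitive mutant grown at 25 °C; plate controls were DMSO-treated mutant yeast for no effect and medium wells lacking yeast for full effect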
# APJ ag = APJ receptor agonism | P35414 | CHO-K1 APJ PathHunter beta-arrestin, luminescence; 0% DMSO wells, 100% apelin | activation, % at 20 µM | 0.11% of 330,000 active | AID 2520;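 active = activation more than six SD over the plate average, tested at 20 µM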;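 also: 0% = DMSO alone and 100% = apelin-13 at 10 nM; some results filed as inactive read as strong as hits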
#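 assay system = CHO-K1 APJ beta-arrestin complementation cell line | input = cell density 1000 per well | dosing = compound 20 µM once, DMSO 1% | timing = compound 90 min 25 °C, reagent 1 h | measured by = luminescence from split beta-galactosidase complementation, Galacton Star/Emerald II substrate | read-out basis = APJ agonist activity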
# APJ antag = blocks the human apelin receptor APJ. 0.32% of 330,000 active. P35414. AID 2521. CHO-K1 APJ beta-arrestin complementation, luminescence. inhibition, % at 20 µM;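 active = inhibition above about 40% at 20 µM, limit read from the data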;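 also: cells challenged with 10 nM apelin-13 agonist together with compound; plate controls were apelin-13 plus DMSO wells for no effect and DMSO wells lacking apelin-13 for full effect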
# UPR XBP1 act = activators of adaptive arm of unfolded protein response (XBP1); CHO-XBP1 luciferase reporter, IRE1-XBP1 UPR activation, luminescence; percent of tunicamycin response, DMSO as zero; activation, % at 20 µM; 0.33% of 330,000 active;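 active = versus positive control, 20 µM dose yields 30% or more activation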;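 also: 100% = tunicamycin at 10 µg/mL and 0% = DMSO only wells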
#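 incubation = overnight seeding at 37 °C, 6 h compound treatment at 37 °C | assay system = CHO-XBP1 cells stably carrying IRE1-XBP1-driven luciferase reporter | input = 1000 cells per well | detection = luciferase luminescence | dosing = single point, 20 µM final compound, 1% DMSO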
# Mdm2-MdmX inh = disrupts the human Mdm2-MdmX interaction | O15151+Q00987 | SaOS-2 split-luciferase Mdm2/MdmX complementation, luminescence | 3% of 330,000 active | inhibition, % at 8 µM | AID 485346;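 active = inhibition of at least 50% at 8 µM in the primary screen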
# UPR CHOP act = activators of apoptotic arm of unfolded protein response (CHOP). CHO-CHOP luciferase reporter, UPR activation, luminescence; percent of tunicamycin response over DMSO baseline. activation, % at 10 µM. 0.34% of 330,000 active. AID 449763;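 active = at 10 µM dose, activation of 40% or more, normalized to positive control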;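 also: 100% = tunicamycin at 10 µg/mL and 0% = DMSO alone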
#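 Assay system: CHO cells with stable CHOP pathway luciferase reporter; Buffer or medium: F12 plus 10% serum; Times: 16-18 h cell attachment, then 6 h compound exposure, 37 °C; Signal: luciferase luminescence; Read-out basis: percent activation relative to tunicamycin control; Control set: tunicamycin high control, DMSO low control.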
# CXCR6 inh = inhibitors of human CXCR6 receptor. O00574. CHO-K1 PathHunter CXCR6 beta-arrestin, luminescence. inhibition, % at 20 µM. 0.36% of 360,000 active; in the data active = inhibition above about 34%, passing the limit was not always enough;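 also: antagonist mode with CXCL16 agonist at 10 nM final; 0% = 10 nM CXCL16 with DMSO and 100% = unstimulated wells without agonist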
# Target sequence (O00574 whole entry, looked up): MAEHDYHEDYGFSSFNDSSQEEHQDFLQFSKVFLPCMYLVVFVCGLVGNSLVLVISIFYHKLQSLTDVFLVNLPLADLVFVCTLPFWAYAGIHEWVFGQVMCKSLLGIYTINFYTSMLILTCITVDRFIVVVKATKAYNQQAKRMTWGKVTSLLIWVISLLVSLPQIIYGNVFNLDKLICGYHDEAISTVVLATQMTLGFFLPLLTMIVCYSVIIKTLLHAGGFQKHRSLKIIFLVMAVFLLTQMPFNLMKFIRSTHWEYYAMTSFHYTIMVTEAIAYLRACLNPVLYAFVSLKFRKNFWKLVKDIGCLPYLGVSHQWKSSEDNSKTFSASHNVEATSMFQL
# Active calls of the source: *; . = no result given. Not all compounds are listed (hit frequency here may not be typical).
SMILES,CCR6 antagonist,EBI2 block,tim23-1 inh,APJ ag,APJ antag,UPR XBP1 act,Mdm2-MdmX inh,UPR CHOP act,CXCR6 inh
Brc1ccc(-c2ccc(/C=N/Nc3nc4ccccc4[nH]3)o2)cc1,-17,9,-5,-1,-3,4,3,7.3,-8
O=C(Nc1ccc(Br)cc1)c1ccc(-n2cnnn2)cc1,0,16,4,-3,-3,3,12,1.6,-15
O=C(Nc1cccc(Br)c1)c1cc(S(=O)(=O)N2CCOCC2)cs1,22,36,-2,3,-25,-4,20,1.1,-8
COc1ccc(N2CCN(C(=O)c3cccc(Br)c3)CC2)c([N+](=O)[O-])c1,34,20,29,-3,-18,-2,4,-3.2,-3
O=c1cc(O)n(-c2ccccc2)c(=S)[nH]1,-6,0,6,-5,11,-1,-10,-0.1,-7
N#CC1=C(S)N(c2ccccc2)C(c2cccs2)NC1=O (stereo unspecified),22,-8,-2,1,1,-2,0,-1.0,2
Cc1nnc(SC/C=C/c2ccccc2)n(N)c1=O,3,-11,-1,-3,5,1,-11,1.4,7
CCOc1ccc(OCCOCCN2CCCC2)cc1,16,-9,11,-1,16,-4,-15,-0.1,1
O=C(NCC(c1ccco1)N1CCc2ccccc2C1)C(=O)Nc1ccccc1 (stereo unspecified),9,10,13,1,3,-3,0,-0.7,-1
COc1cc(/C=N/n2cnnc2)ccc1Oc1nc(Cl)ncc1F,2,-13,3,-2,-13,-3,32,4.1,2
CC(=O)c1ccc(OCc2cc(C(=O)N(C)CCOc3ccc(C)cc3)no2)cc1,14,8,21,3,-5,-3,-68,4.1,-15
Cc1noc(C)c1COC(=O)CCOc1ccccc1,-1,9,-2,-1,1,-4,-29,3.6,1
O=C(Nc1ccc2c(c1)OCCO2)C1CCCN1C(=O)Nc1ccc(F)cc1 (stereo unspecified),-13,3,4,-4,-23,-10,13,-2.0,7
O=C(Cn1ccc(C(F)(F)F)n1)N/N=C/c1ccc(N2CCOCC2)cc1,14,3,8,0,-3,-1,1,2.6,0
CC1CCN(c2ccc(/C=N/n3nnnc3N)cc2[N+](=O)[O-])CC1,-8,6,-4,-7,-8,7,4,-0.6,5
O=S(=O)(c1ccc2c(c1)OCCCO2)N1CCNCC1,5,-6,23,-3,10,0,10,-1.0,2
Cc1ccccc1C(=O)Nc1nc(=S)ss1,24,-7,-4,-4,16,1,-16,-2.7,9
COc1ccc(-c2nnc3sc(CN4C(=O)c5ccccc5C4=O)nn23)cc1,-7,2,-19,1,9,3,-5,0.4,-3
Cc1cccc(C(=O)OCC(=O)NC(C)CCc2ccccc2)c1O (stereo unspecified),5,-17,1,-5,-7,0,10,-0.1,0
CSc1cccc(NC(=S)N(Cc2ccc(C)cc2)Cc2ccccn2)c1,12,0,13,-1,-4,-3,-27,0.0,3
CCNC(=O)NC(=O)C(C)OC(=O)CCS(=O)(=O)c1ccc(C)cc1 (stereo unspecified),11,-5,15,-1,7,0,-3,0.3,-4
NC(=O)c1ccsc1NC(=O)CSc1nnc(Nc2ccccc2)s1,1,3,5,0,9,1,17,-2.0,-8
CCN(CC)S(=O)(=O)c1ccc(NC(=O)COC(=O)c2c[nH]c(=O)[nH]c2=O)cc1,1,-9,4,-1,13,-3,-12,0.7,3
CCOC(=O)c1c(NC(=O)COC(=O)c2cccnc2OCC)sc(C(=O)N(CC)CC)c1C,23,8,18,5,2,-3,9,2.8,-9
N#Cc1c(-c2cccnc2)cc(-c2ccccc2)nc1N,4,-8,-12,0,19,2,17,0.2,-3
Oc1c(C=Nc2ccccc2)sc(=S)n1Cc1ccccc1,28,13,0,-4,-2,1,9,-0.6,25
COc1ccc(OC)c(S(=O)(=O)NCCO)c1,0,-10,15,5,0,0,16,-0.9,0
Fc1ccccc1C1c2cccn2CCN1C(=S)Nc1ccc(Br)cc1 (stereo unspecified),20,35,33,-1,-10,-3,9,-1.3,2
O=C(OCCCN1CCOCC1)c1ccc(O)c(O)c1,7,-7,3,2,-3,0,16,-0.4,-2
COCCN(C(=O)c1ccccc1F)c1nc(-c2ccc(OC)cc2)cs1,16,25,27,3,-45,-7,-38,-0.1,5
O=S(=O)(NCC1CCCO1)c1cc(Br)c(Br)s1 (stereo unspecified),15,3,16,1,5,-4,2,1.0,4
O=C(NNC(=O)c1cccs1)c1cccc(F)c1,-2,3,-9,1,-10,6,-18,2.5,2
Cc1ccc(CNC(=O)c2cc3c(=O)n(C)c4ccccc4c3n2C)cc1,-6,20,8,-3,-35,4,43,-0.2,-6
C/C(CC(=O)Nc1ccc2c(c1)OCCO2)=N\NC(=O)c1ccccc1F,17,-18,16,-3,2,-1,2,0.3,6
CC(C)(C)c1ccc(C(=O)NCC(=O)N/N=C/c2ccccc2OCC(=O)O)cc1,4,-6,14,-3,9,-1,18,-1.7,0
CC1CCCC(C)N1CCNC(=O)Nc1ccc(Cl)cc1 (stereo unspecified),1,-20,1,-5,-6,-1,-4,-0.7,4
CC(=O)N(Cc1ccccc1)c1ccccc1C(=O)O,-3,-11,13,-2,3,2,-8,0.2,-6
CN(Cc1ccccc1)C(=O)COC(=O)COc1ccc(C#N)cc1,-11,1,21,-4,19,-1,37,1.0,-9
O=C(COC(=O)C1CCN(S(=O)(=O)c2cccs2)CC1)c1ccccc1,10,1,-5,-1,0,2,21,1.2,-15
CCc1ccc(OC(C)C(=O)N(Cc2ccccc2)C2CCS(=O)(=O)C2)cc1 (stereo unspecified),13,-4,10,1,6,-6,-14,-2.4,10
COc1ccc(N(CN2C(=O)c3ccccc3C2=O)C(=O)C(C)C)cc1,17,2,24,-4,1,-1,-6,0.0,-4
Cc1ccc(OCCNC(=O)Cn2cnc3c(=O)n(C)c(=O)n(C)c32)cc1C,-3,-10,23,1,-5,-1,10,3.2,-7
O=C(c1ccccc1Br)N1N=C(c2ccccc2)CC1c1ccccc1F (stereo unspecified),19,4,46,-4,11,-6,12,-1.8,14
O=C(NCc1ccc2c(c1)OCO2)Nc1ccc([N+](=O)[O-])cc1,11,12,7,-3,-6,-5,48,-1.1,1
CCC(=O)OCC(=O)Nc1ccc([N+](=O)[O-])cc1OC,6,-12,22,1,-17,-2,2,-1.9,-8
Cc1[nH]c2ccccc2c1CCN(Cc1cccs1)C(=S)Nc1ccccc1,10,20,16,-2,34,-4,30,-1.7,10
Cc1ccnc(SCc2cc(=O)c(OC(=O)c3ccc(S(=O)(=O)N4CCCC4)cc3)co2)n1,9,-9,8,1,16,-1,-2,0.2,0
CC12C(=O)N(c3cccc4cccnc34)C(=O)C1C1C=CC2C1 (stereo unspecified),-1,-10,6,-3,4,1,4,-2.9,2
CCN(CC)S(=O)(=O)c1ccc(N2CCOCC2)c(NS(=O)(=O)c2ccc(C)c(C)c2)c1,8,-8,16,-1,6,-1,-19,1.0,0
CCOc1ccccc1NC(=O)CCn1c(=O)oc2ccccc21,0,-6,8,-4,-6,1,13,0.4,-1
CC1(C)Cc2cccc(OCC(O)CNCc3ccccn3)c2O1 (stereo unspecified),13,2,9,-5,-45,-5,10,-3.4,-10
O=C(O)C1C2C=CC(C2)C1C(=O)Nc1ccc(C(=O)N2CCCCC2)c(Cl)c1 (stereo unspecified),6,0,9,2,9,-1,2,-1.8,-5
O=C(CSc1nc2[nH]ncc2c(=O)[nH]1)c1ccccc1,22,-7,11,-3,-8,-1,14,-2.1,14
CCC1(C)Cc2ccccc2C(Nc2c(C)n(C)n(-c3ccccc3)c2=O)=N1 (stereo unspecified),-3,1,-10,-2,-3,3,5,1.5,2
O=C(COc1ccccc1)N(Cc1cccs1)C1CCS(=O)(=O)C1 (stereo unspecified),1,-2,8,-2,14,-2,17,2.2,-3
COC(=O)c1sccc1N/N=C/c1cccc(OC)c1O,-6,6,9,-4,-26,-7,-75,-3.4,-5
COc1cc(=O)[nH]c(SC(C)C(=O)Nc2cccc3ccccc23)n1 (stereo unspecified),9,-14,-17,1,7,-1,34,0.2,5
O=C(NC(=S)Nc1cccc(C(F)(F)F)c1)c1ccc2nonc2c1,44,1,56*,-4,24,8,12,-0.1,20
OC(Cc1cccnc1)(Cc1cccnc1)c1cc2ccccc2[nH]1,-5,-12,9,-1,14,-2,6,0.4,4
Cc1nn(C)c(=O)c(N)c1-c1cc(-c2ccc(Cl)c(Cl)c2)n[nH]1,-15,-9,-1,3,-11,6,42,5.7,-6
# Remaining list, next part.
SMILES,CCR6 antagonist,EBI2 block,tim23-1 inh,APJ ag,APJ antag,UPR XBP1 act,Mdm2-MdmX inh,UPR CHOP act,CXCR6 inh
O=C(O)c1ccc(N2C(=O)C3C4c5ccccc5C(Br)(c5ccccc54)C3C2=O)cc1 (stereo unspecified),-4,-2,20,-6,30,-1,14,-2.6,6
CCc1nnc(NC(=O)c2ccc3ccccc3n2)s1,5,3,27,-4,11,1,-76,3.3,6
CCn1c(C)nc2cc(C(=O)NNC(=S)NC(=O)c3ccccc3)ccc21,20,1,10,-2,8,1,15,1.1,1
CCCNC(=O)NC(=O)CSc1nnc(C)n1N,-9,6,-2,-4,-9,1,22,-0.4,6
CN1C(=O)/C(=C\c2cc(Br)cs2)c2ccccc21,17,24,25,-3,13,3,-45,4.3,11
CN(C)CCCN(C(=O)c1nc2ccccc2s1)c1nc2ccc(F)cc2s1,0,2,18,-1,-2,1,9,0.5,0
N=c1c(S(=O)(=O)c2ccc(Cl)cc2)cc2c(=O)n3ccccc3nc2n1CC1CCCO1 (stereo unspecified),19,9,10,2,17,-2,13,-1.2,12
O=C(CN1CCN(C(=O)c2cncn2-c2ccccc2)CC1)Nc1ccccc1Cl,3,-13,23,-4,-6,-4,0,2.1,0
Cc1cc(NC2CCCC2)n2nc(C)c(-c3ccccc3)c2n1,21,17,51*,-2,20,-2,-16,8.6,6
Cc1ccc(N(C(=O)NC2CCCCC2)C2=NCCCCC2)cc1,6,-1,15,1,-44,-1,-8,0.5,5
CCN(CC)C(=O)[C@H]1C[C@H](CC(=O)NCCc2ccccn2)C(=O)N2CCc3c([nH]c4cc(-c5ccco5)ccc34)[C@]12C,8,-1,14,.,.,4,6,1.9,5
O=C(Nc1ccc(F)cc1)c1nc[nH]c1C(=O)O,6,-2,15,-2,-2,-1,-25,-3.7,10

# Profiles, looked up by structure. Order of values: CCR6 antagonist | EBI2 block | tim23-1 inh | APJ ag | APJ antag | UPR XBP1 act | Mdm2-MdmX inh | UPR CHOP act | CXCR6 inh
# Record of `O=C(O)c1ccc(N2C(=O)C3C4c5ccccc5C(Br)(c5ccccc54)C3C2=O)cc1` (stereo unspecified) : -4 | -2 | 20 | -6 | 30 | -1 | 14 | -2.6 | 6
# Record of `Cc1ccc(N(C(=O)NC2CCCCC2)C2=NCCCCC2)cc1` : 6 | -1 | 15 | 1 | -44 | -1 | -8 | 0.5 | 5
# Record of `N=c1c(S(=O)(=O)c2ccc(Cl)cc2)cc2c(=O)n3ccccc3nc2n1CC1CCCO1` (stereo unspecified) : 19 | 9 | 10 | 2 | 17 | -2 | 13 | -1.2 | 12
